# Bioassay records from PubChem.
# Ba/F3 V617F tox – lowers viability of Ba/F3 cells expressing EpoR and JAK2V617F | ATP luminescence | AID 1446 | inhibition, % at 5.6 µM | hit rate 1.1% among 220,000;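 active = inhibition above the campaign mean plus 3 SD over all tested compounds, cut at about 24% in these data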;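 also: cytokine-independent growth of Ba/F3 cells driven by EpoR plus mutant JAK2; 0% = DMSO-treated cells and 100% = JAK inhibitor I control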
# zfTRPN1 agonist – zebrafish TRPN1 (NompC) channel agonism. hit rate 0.18% among 220,000. activation, % at 3 µM. HEK293 zebrafish TRPN1-YFP, Fluo-8 calcium fluorescence; 100% = response to 87 µM carbachol;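 active = activation above its plate's cutoff, the mean activation of test wells on that plate plus 3 SD, cut at about 19% in these data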;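 also: 0% = DMSO alone and 100% = 87 µM carbachol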
#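 Assay system: Zebrafish TRPN1-YFP in HEK293 cells | Incubation: Dye loading 1 h at 37 °C, then 30 min room temperature | Measured by: Kinetic Fluo-8 fluorescence, ex 470-495, em 515-575 nm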
# RBBP9 inh – human RBBP9 hydrolase inhibition. AID 1515. O75884. hit rate 0.2% among 220,000. inhibition, % at 7.94 µM. recombinant RBBP9, FP-Rh probe fluorescence polarization;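 active = inhibition above the campaign mean of all tested compounds plus 3 SD, cut at about 14% in these data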;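 also: plate controls were DMSO wells with RBBP9 for no effect and wells lacking RBBP9 protein for full effect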
# Target sequence (O75884 whole entry, looked up): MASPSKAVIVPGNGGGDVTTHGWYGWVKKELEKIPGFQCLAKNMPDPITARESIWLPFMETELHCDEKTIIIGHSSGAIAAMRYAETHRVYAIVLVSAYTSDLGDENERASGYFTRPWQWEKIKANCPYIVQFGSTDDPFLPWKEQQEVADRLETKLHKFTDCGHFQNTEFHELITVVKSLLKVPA
#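 Material: RBBP9 protein. Amount: RBBP9 at 2.5 µM in dispensed solution, before mixing. Schedule: 30 min then 45 min, 25 °C. Medium: Tris buffer pH 8.0, NaCl, Pluronic. Measured by: fluorescence polarization. Measure: percent inhibition from mP, scaled between DMSO and no-protein wells. Replication: one well per compound.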
# PPC-1+TRAIL kill – PPC-1 cancer cell killing with TRAIL present; PPC-1 cells + TRAIL, ATPLite viability luminescence; cell killing (% activity), % at 4 µM; hit rate 0.41% among 220,000;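 active = cell killing above 50% in the first pass at 4 µM, then a duplicate retest at 5 µM averaging 50% or more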;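 also: plate controls were cells with TRAIL plus DMSO for no effect and medium-only wells lacking cells for full effect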
# BaF3 tox – reduces parental Ba/F3 cell viability, JAK2V617F counter-screen; CellTiter-Glo ATP luminescence; hit rate 1.1% among 220,000; inhibition, % at 5.6 µM;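 active = inhibition above a per-campaign cutoff, the mean inhibition of all tested compounds plus 3 SD, cut at about 27% in these data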;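 also: 0% = DMSO wells and 100% = JAK Inhibitor I control wells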
# TRPML3 ag – agonists of human TRPML3 channel. HEK293 TRPML3-YFP, Fluo-8 calcium fluorescence; 100% = the carbachol control signal. activation, % at 3 µM. AID 1448. hit rate 0.29% among 220,000;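 active = activation above its plate's cutoff, the mean activation of the plate's test wells plus 3 SD, cut at about 12% in these data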;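 also: 0% = DMSO only wells and 100% = carbachol wells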
#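 Material: HEK293 cells stably carrying human TRPML3-YFP; compound dosing: single dose, 3 µM final nominal compound, 0.3% DMSO final; incubation: 1-h 37 °C dye load, 5-s basal, 120-s post-compound reads; technique: Fluo-8 intracellular calcium fluorescence, excitation 470-495 nm, emission 515-575 nm; read-out basis: percent activation from peak-to-basal fluorescence ratio, scaled between DMSO and carbachol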
# TNF necrop inh – TNF-alpha cell death inhibition in Jurkat FADD-/- cells | Jurkat FADD-/- TNF necroptosis rescue, ATP luminescence, 24 h; 0 = TNF only, 100 = no-TNF cells | AID 463075 | hit rate 0.068% among 220,000 | activation (protection from cell death), % at 10 µM;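 active = activation, meaning protection from cell death, of at least 50% relative to plate controls; inactive = activation below 50%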;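 also: necroptosis triggered by 40 ng/mL TNF-alpha added together with compound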
# CHOP inh – inhibitors of CHOP induction in ER stress response; hit rate 3.8% among 220,000; CHO-K1 CHOP-promoter luciferase, tunicamycin-induced, 15-18 h; AID 2732; inhibition, % at 10 µM;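 active = compounds that reduced the stress-induced luciferase reporter signal by more than about 70% of percent inhibition, limit read from the data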;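 also: 0% = tunicamycin plus vehicle and 100% = wells without tunicamycin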
# Wee1 stabilizer – inhibitors of human Wee1 degradation | HeLa Luc-Wee1K328M stability, luciferase luminescence; 100% = proteasome inhibitor MG132 effect | reporter increase, % at 5 µM | hit rate 1.2% among 220,000 | AID 1321;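 active = activation above the mean of all tested compounds plus 3 SD, set per screening run, cut at about 8.8% in these data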;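 also: cells exposed to compound for 20 h before luminescence read; 0% = DMSO alone and 100% = MG132 at 30 µM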
# Target sequence (P30291 whole entry K328M): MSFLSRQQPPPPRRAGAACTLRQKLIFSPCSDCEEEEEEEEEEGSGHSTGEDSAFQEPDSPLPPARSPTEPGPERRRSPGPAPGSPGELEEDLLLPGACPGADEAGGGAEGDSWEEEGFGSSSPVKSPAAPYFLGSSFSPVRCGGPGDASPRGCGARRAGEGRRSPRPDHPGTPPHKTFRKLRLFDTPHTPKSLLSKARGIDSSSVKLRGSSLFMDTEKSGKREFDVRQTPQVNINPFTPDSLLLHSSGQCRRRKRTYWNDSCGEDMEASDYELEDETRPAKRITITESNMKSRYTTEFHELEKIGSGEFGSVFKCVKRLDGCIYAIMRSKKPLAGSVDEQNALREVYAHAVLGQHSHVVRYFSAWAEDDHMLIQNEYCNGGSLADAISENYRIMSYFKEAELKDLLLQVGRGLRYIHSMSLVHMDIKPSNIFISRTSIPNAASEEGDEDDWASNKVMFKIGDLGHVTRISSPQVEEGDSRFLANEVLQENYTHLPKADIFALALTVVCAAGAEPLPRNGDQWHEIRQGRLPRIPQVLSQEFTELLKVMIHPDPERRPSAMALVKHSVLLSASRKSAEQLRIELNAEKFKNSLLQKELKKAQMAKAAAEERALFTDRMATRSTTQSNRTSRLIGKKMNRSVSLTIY
# An asterisk follows results filed as active; . = no result given.
Structure,Ba/F3 V617F tox,zfTRPN1 agonist,RBBP9 inh,PPC-1+TRAIL kill,BaF3 tox,TRPML3 ag,TNF necrop inh,CHOP inh,Wee1 stabilizer
O=C(CCNC(=O)c1ccccc1Cl)Nc1nccs1,0,-0.1,-9,-5,3,0.4,2.4,-12,-2
Cc1nnc(SCC(=O)NC(=O)NCc2ccco2)s1,4,-0.5,-4,11,9,1.0,-2.9,7,2
CC(C)N(CCc1ccncc1)C(=S)Nc1cccc(Cl)c1,-4,0.0,3,-1,1,0.7,0.1,23,1
COC(=O)c1sccc1NC(=S)N(C)C1CCCCC1,3,-0.9,-12,27,4,8.3,-0.1,16,-2
C/C(=N\NC(=O)COc1cccc(Cl)c1)c1ccc2c(c1)OCCO2,0,2.5,-7,-2,3,1.1,2.8,2,-1
Nc1ncnc(Sc2ccc(Cl)cc2)c1[N+](=O)[O-],-2,1.4,-1,12,6,0.5,3.5,9,-1
Cc1nnsc1C(=O)N/N=C/c1ccc(OC(F)(F)F)cc1,-2,1.2,10,10,7,0.0,1.6,-31,1
COC(=O)c1c(NC(=O)C2SC(=NC3CCCCC3)C(C(N)=O)=C2N)sc2c1CCCC2 (configuration not stated),1,0.5,-9,23,8,0.5,3.2,36,-4
CCOC(=O)Cn1nc(C)c2ccccc2c1=O,-2,-1.5,-2,1,1,-0.2,0.0,-24,-1
CCOC(=O)c1sc(=S)n(C)c1NC(=O)c1ccc(F)cc1,-1,-0.5,-10,5,1,0.7,-0.1,10,-1
COCCCNC(=O)CCCn1c(=O)c2ccccc2n(Cc2cccc([N+](=O)[O-])c2)c1=O,1,-0.7,-4,7,2,0.1,0.4,19,-3
N=c1c(C(=O)NCc2ccc(F)cc2)cc2c(=O)n3ccccc3nc2n1Cc1cccnc1,2,-1.0,-1,1,6,0.2,-0.4,-5,-3
CC(=C\C(=O)O)/C(=C/c1ccccc1)C(=O)O,1,-0.4,-2,27,1,0.3,-1.6,24,-1
COCCN(C(=O)c1csnn1)C(C(=O)NC1CCCCC1)c1cccs1 (configuration not stated),-7,-3.1,-2,8,-1,-1.2,-1.0,46,-4
N#CCCN(C(=O)COC(=O)c1ccc2c(=O)n3c(nc2c1)CCC3)c1ccccc1,2,1.6,0,20,10,1.4,0.1,5,-3
COC(=O)c1ccccc1-c1ccc(C(c2c(C)[nH][nH]c2=O)c2c(C)[nH][nH]c2=O)o1,-4,0.7,6,.,-1,-0.3,-4.0,-78,1
Cc1ccc(S(=O)(=O)Nc2ccc(N=Nc3ccc(O)cc3)cc2)cc1,-5,-0.8,6,-3,-1,0.8,5.1,42,-1
NC(=S)c1ccc(C(N)=S)o1,0,-0.1,-6,15,4,0.7,-3.8,-4,-1
CN(c1cccc(NC(=O)c2ccc(N(C)S(=O)(=O)c3ccccc3)cc2)c1)S(C)(=O)=O,1,16,-6,21,8,4.9,-4.4,43,-3
CCOC(=O)C1CCN(C(=O)C2CCN(c3nc4ccc(OC)cc4s3)CC2)CC1,-3,7.2,-5,10,6,3.5,-5.0,16,-2
CC(C)(C)NC(=O)c1ccc2c(c1)C(=O)N(C1CCCCC1)C2=O,1,0.7,-5,-4,-2,0.5,1.6,40,5
COc1ccc(C2C(C(=O)NCc3ccccn3)c3cc(OC)c(OC)cc3C(=O)N2C)cc1 (configuration not stated),4,0.8,0,12,9,0.5,-0.1,16,0
COCCNc1nnnc2c1sc1nc(N3CCOCC3)c3c(c12)CCCC3,6,0.1,0,-5,15,0.0,-1.1,10,2
CCCOc1ccccc1C(=O)N(Cc1ccco1)C1CCS(=O)(=O)C1 (configuration not stated),2,-0.4,-8,-18,1,-0.2,0.6,18,-1
CCCn1c(N/N=C(C)\C=C\c2ccccc2)nc2c1c(=O)[nH]c(=O)n2C,3,-0.2,6,1,7,0.1,-3.1,103*,2
O=C(NCc1ccccc1)C1=C[C@@H](C2CC2)C[C@@H](OCc2ccc(CO)cc2)O1,1,-1.7,-3,16,2,-1.1,-0.1,25,8
O=C(O)CSc1c(-c2ccccc2)c2cc(Cl)ccc2[nH]c1=O,1,0.0,-5,4,2,0.5,3.5,-3,-1
O=C(Nc1ccccc1)c1cc2ccccc2[nH]1,4,-0.3,-5,20,4,1.3,0.8,-52,1
COc1ccccc1CCc1nnc(CCC(=O)N(C)Cc2cccc3ncccc23)o1,-2,2.6,-5,13,-1,0.9,1.3,18,3
CCOC(CNC(=O)c1cccn2c(=O)c3cc(Cl)ccc3nc12)OCC,-6,-1.7,-7,18,3,-0.6,-4.0,64,7
CCOC(=O)c1cc(-c2cc3ccccc3o2)nc2c1c(=O)[nH]c(=O)n2CCOC,-5,0.5,-6,-7,-1,0.9,-4.6,-30,0
CCc1nc(SCC(=O)NCC2CCCO2)c2oc3ccccc3c2n1 (configuration not stated),-2,0.4,2,-3,3,1.4,-4.6,41,-1
O=C(Oc1cccc2cccnc12)c1cccc(N2C(=O)C3C4CCC(C4)C3C2=O)c1 (configuration not stated),6,0.7,-11,13,6,0.1,-0.8,84*,2
COc1cccc2cc(-c3ccnc(=S)[nH]3)oc12,-4,-0.8,-5,12,5,0.4,-2.5,-1,3
O=C(NNc1cccc(Cl)n1)Nc1ccccc1,-3,0.2,-1,9,4,0.1,0.9,7,-1
COc1ccc(NC(=O)CSc2nnc(-c3ccccc3C)n2N)cc1,-1,0.4,-5,8,2,-0.4,1.6,9,-1
CCc1ncc(C(O)c2cccc(OC)c2OC)n1C (configuration not stated),1,0.8,2,-5,7,0.2,-1.7,1,0
O=C(O)C(CCCCN1C(=O)C2C3C=CC(C3)C2C1=O)N1C(=O)C2C3C=CC(C3)C2C1=O (configuration not stated),-8,1.2,2,-15,-2,0.1,-2.0,-10,-1
O=C(C1CC=CCC1)N1CCN(C(=O)C2CC=CCC2)CC1 (configuration not stated),-2,0.5,-5,18,3,0.3,-0.9,-5,3
Cc1ccc(CSc2nnc(-c3cccc(S(=O)(=O)N4CCOCC4)c3)n2C2CCCC2)cc1,0,0.8,5,-12,6,1.0,1.8,-1,-3
Cc1ccc(-c2csc(=Nc3cccnc3)n2CCCN2CCCC2=O)cc1C,64*,-0.5,-8,4,54*,-0.5,-1.0,19,4
COc1ccc(C(=O)Nc2nc(N)n(-c3ccccc3)n2)cc1OC,-3,1.3,-2,16,0,0.5,-1.3,-15,-1
COc1ccc(NC(=O)c2c(F)cccc2F)cc1S(=O)(=O)Nc1ccc(Br)cc1,-3,3.3,-6,28,2,0.3,0.1,2,-2
O=C1CC(N2CCN(c3ccccc3F)CC2)C(=O)N1c1ccc(F)cc1 (configuration not stated),-2,0.7,1,.,3,1.0,-0.4,.,-2
O=C(Cc1ccccc1)NNC(=O)c1ccccc1C(=O)O,2,-1.1,-6,-15,5,-0.5,-0.8,-1,-2
Cc1cccc(C)c1NC(=S)N=Nc1c(O)n(C)c2ccc(S(=O)(=O)N3CCOCC3)cc12,-1,0.0,-9,2,2,-0.1,-3.7,-47,2
Cc1nn(C)c(Cl)c1CN1CCC(CO)(CC2CCCCO2)CC1 (configuration not stated),-3,3.2,-8,.,4,1.1,0.6,16,4
O=C(O)CC1(CC(=O)NCc2ccc(C(F)(F)F)cc2)CCCCC1,1,0.8,6,-13,-3,0.9,-0.3,-8,3
c1nc(N2CCC3(CC2)OCCO3)c2[nH]cnc2n1,-1,0.9,-9,5,-3,0.4,1.1,-25,2
CC1(C)CC(=O)C(C=Nc2ccc(NC3=C(C#N)C(=O)CC(C)(C)C3)cc2)=C(O)C1,2,1.0,-10,23,1,0.1,-1.5,8,1
CCCn1nc(C(=O)NCc2ccc3c(c2)OCO3)c2ccccc2c1=O,5,-0.9,-11,11,-1,-0.1,0.5,-4,-2
Cc1ccc(-c2nc3sc4c(c3c(=O)n2N)CCCC4)cc1,1,1.6,3,26,6,0.9,-0.4,36,1
Cc1nc(SCc2cccc(F)c2)c2oc3ccccc3c2n1,2,3.0,-7,-21,-1,0.6,-0.8,2,-3
Cc1cccc(CN2C(=O)c3ccccc3Sc3ccc(C(=O)NCCN4CCOCC4)cc32)c1,-2,2.1,-3,24,1,2.1,0.3,7,1
N#Cc1c(/N=C/C=C/c2ccccc2)sc2c1CCCC2,-2,-1.0,-2,41,2,0.2,-2.4,23,-1
CC(C)CC(CC(C)C)=NNC(=O)c1ccc2c(c1)OCO2,1,0.5,-7,13,2,0.2,-0.4,14,2
CN1C[C@@H]2C[C@@H](c3cccn3-c3nccs3)N3CCC[C@@]23C1=O,-1,0.0,0,12,0,0.3,2.3,-9,-2
Cc1c(NC2=C(Cl)C(=O)N(c3ccccc3)C2=O)c(=O)n(-c2ccccc2)n1C,-1,-0.4,-6,4,-2,0.8,-1.5,-51,-2
CC1CC1c1ccc(/C=C(\C#N)C(=O)Nc2ccccc2Cl)o1 (configuration not stated),2,1.2,-12,12,4,0.2,1.8,12,3
COC(=O)[C@H](Cc1ccccc1)NC(=O)NCc1ccc(C)cc1,-4,1.4,8,9,1,0.9,2.7,12,-1

# Going on with the list:
Structure,Ba/F3 V617F tox,zfTRPN1 agonist,RBBP9 inh,PPC-1+TRAIL kill,BaF3 tox,TRPML3 ag,TNF necrop inh,CHOP inh,Wee1 stabilizer
CCN(CC)S(=O)(=O)c1ccc(Cl)c(C(=O)NC2CCCC2)c1,1,-0.5,-7,3,8,0.8,0.2,37,-1
O=C(NNC(=S)NC(=O)c1cccnc1)c1ccccc1,0,-0.1,-11,5,2,-0.1,-3.8,0,-2
CCC(C)NC(=O)c1cc(-c2ccc(OC)cc2)on1 (configuration not stated),-4,0.2,0,1,2,0.3,0.8,8,5
CCCCC(=O)Nc1cc2nn(-c3ccc(OC)cc3)nc2cc1C,-5,0.2,-7,14,2,0.5,-2.3,-12,3
CCN1CCN(C(=O)c2ccc3c(=O)n(Cc4ccccc4OC)c(=S)[nH]c3c2)CC1,-1,1.4,-4,8,5,0.6,-1.2,-16,-1
CCc1cc(-c2n[nH]c(=S)n2Cc2ccccc2)cs1,-2,-1.7,-2,7,4,-0.3,-0.3,-21,4
CCOC(=O)N1CCN(C(=O)c2ccc(Oc3ccc([N+](=O)[O-])cc3)cc2)CC1,-5,1.9,5,31,-2,2.5,0.3,10,-3
